DRD3 antagonist: blocks the human D3 dopamine receptor | P35462 | D3R cells, DiscoveRx beta-arrestin luminescence, antagonist mode; hits give low values | max response, negative = inhibition, % | 360,000 compounds, 2.5% hits; in the data active = max response below about -50%; inconclusive = no clear call, values can overlap the other calls; also: % is scaled to controls: 0 for no effect and ±100 for the full control effect; mostly tested at two doses, the higher about 12 µM
Target sequence (P35462 whole entry, looked up): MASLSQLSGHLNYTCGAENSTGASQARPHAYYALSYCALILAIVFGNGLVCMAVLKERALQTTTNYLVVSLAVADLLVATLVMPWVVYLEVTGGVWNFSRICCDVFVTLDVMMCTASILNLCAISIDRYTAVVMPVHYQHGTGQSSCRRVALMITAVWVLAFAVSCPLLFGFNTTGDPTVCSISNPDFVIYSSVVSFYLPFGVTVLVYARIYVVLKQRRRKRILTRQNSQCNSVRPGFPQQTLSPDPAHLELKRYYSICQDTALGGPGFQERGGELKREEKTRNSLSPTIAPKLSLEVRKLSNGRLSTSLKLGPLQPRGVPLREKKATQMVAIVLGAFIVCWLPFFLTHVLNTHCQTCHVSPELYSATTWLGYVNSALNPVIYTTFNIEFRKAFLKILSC
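Cells expressing the human receptor were seeded at 1500 cells/well, incubated overnight at 37 degrees C in 5% CO2, then exposed to library compounds with dopamine controls for 90 minutes at 37 degrees C before luminescent detection.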
MmCpn inh: inhibitors of Methanococcus maripaludis chaperonin (MmCpn); purified Mm-Cpn ATPase, ADP Transcreener TR-FRET; Potency, µM (titrated, usually from 76.9 µM), for inactives: top-dose activity, negative = inhibition, hits mostly inhibitors; AID 504842; 330,000 compounds, 0.031% hits; also: potency is read from the fitted curve at half-maximal effect; % is scaled to controls: 0 for no effect and ±100 for the full control effect; nearly all actives have a fitted effect of over 80% in size
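Eu-cryptate anti-ADP/ADP-d2 competition gives a ratio inversely related to ADP. Enzyme at 25 nM was pre-exposed to compound for 10 min, then given 10 uM ATP for 30 min, 37°C throughout.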
EPAC2 antagonist: blocks human EPAC2 exchange factor. 360,000 compounds, 0.18% hits. AID 720708. Potency, µM (top dose mostly 114 µM), inactives show at the highest dose activity, negative = inhibition, most hits filed as inhibitors. EPAC2 GEF exchange of Rap1B-BODIPY-GDP, fluorescence; also: potency is read from the fitted curve at half-maximal effect; % is scaled to controls: 0 for no effect and ±100 for the full control effect; nearly all actives have a fitted effect of over 45% in size; many of its hits are not listed in these tables
DRD3 agonist: D3 dopamine receptor (human) agonism | P35462 | D3R DiscoveRx beta-arrestin cells, luminescence, 90 min | max activation, % | 410,000 compounds, 0.58% hits | AID 652048; in the data active = max activation above about 30%; also: 0% is about no effect; mostly tested at two doses, the higher about 12 µM
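Cells at 1500/well, incubated overnight, then treated with pinned compounds (dopamine as control) for 90 min at 37 degrees C. DiscoveRx reagent added for 30 - 60 minutes at room temperature; luminescence read.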
EPAC2 agonist: EPAC2 (human) agonism; Potency, µM (titrated, usually from 154 µM), for inactives: at the highest dose activation, most hits filed as activators; 360,000 compounds, 0.079% hits; Q8WZA2; EPAC2 activation, biochemical qHTS; response scale: 100% = 6.5 mM cAMP response; also: potency is read from the fitted curve at half-maximal effect; nearly all actives have a fitted effect of over 50% in size
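Guanine nucleotide exchange by EPAC2 is measured as reduced fluorescence of BODIPY-GDP once it is released from 250 nM Rap1B. Plates are read kinetically for 30 min at room temperature; results are scaled to 6.5 mM cAMP.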
CCT modulator: changes cytosolic chaperonin activity. purified chaperonin ATPase assay, HTRF ADP detection, 30 min. activity change, % (concentration not given with the values), hits read low. 360,000 compounds, 0.3% hits; in the data active = activity change below about -30%; also: % is scaled to controls: 0 for no effect and ±100 for the full control effect
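TRiC at 40 or 20 nM final (batch-dependent) in 30 mM Tris pH 7.4, 100 mM KCl, 5 mM MgCl2, 1 mM DTT, with compound at single 76 uM and 10 uM ATP, 30 min at 37 deg C. ADP detected by HTRF Transcreener, 665/615 ratio.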
PTHR1 ag: PTHR1 (human) receptor agonism. Q03431. HEK293 GP2 PTHR1 cells, GloSensor cAMP luminescence, 1 h. Potency, µM (series often up to 115 µM), inactives show top-dose activation, hits mostly activators. 410,000 compounds, 0.075% hits; also: potency is read from the fitted curve at half-maximal effect; nearly all actives have a fitted effect of over 55% in size; some results filed as inactive show a strong effect at the top dose; inactives centre near -15; many of its hits are not listed in these tables
Target sequence (Q03431 whole entry, looked up): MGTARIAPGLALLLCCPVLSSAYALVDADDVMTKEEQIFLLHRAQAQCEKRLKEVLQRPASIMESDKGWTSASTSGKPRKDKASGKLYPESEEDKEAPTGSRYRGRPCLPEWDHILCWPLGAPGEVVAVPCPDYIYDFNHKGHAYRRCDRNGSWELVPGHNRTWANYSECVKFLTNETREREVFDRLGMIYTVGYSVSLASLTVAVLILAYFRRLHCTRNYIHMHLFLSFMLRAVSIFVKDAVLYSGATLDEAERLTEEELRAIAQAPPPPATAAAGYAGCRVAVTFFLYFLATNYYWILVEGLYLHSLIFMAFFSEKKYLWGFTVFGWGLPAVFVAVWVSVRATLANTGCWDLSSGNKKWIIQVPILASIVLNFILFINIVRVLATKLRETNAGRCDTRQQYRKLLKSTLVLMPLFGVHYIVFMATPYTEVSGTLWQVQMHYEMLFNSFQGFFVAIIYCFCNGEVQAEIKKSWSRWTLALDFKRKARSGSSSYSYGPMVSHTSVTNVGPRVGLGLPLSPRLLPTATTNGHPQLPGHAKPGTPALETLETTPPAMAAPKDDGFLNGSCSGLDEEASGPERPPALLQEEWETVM
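HEK-293-derived GP2 cells expressing PTHR1 and a GloSensor cAMP reporter, 3,000/well, plated overnight, given luciferin plus IBMX (each 0.5 mM as added) for 1 h at 37 °C, then compound for 1 h at 37 °C. Luminescence was read after 15 min at room temperature.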
Akt phos inh: Akt phosphorylation inhibition | Neuro2A IGF-stimulated pAkt S473 HTRF, 20 min; hits give low values | activity change, % for hits at 50 µM | 360,000 compounds, 0.32% hits; in the data active = activity change below about -80%; inconclusive = mostly about -51% to -80%; also: % is scaled to controls: 0 for no effect and ±100 for the full control effect
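Neuro2A cells (4,500/well, DMEM with 0.5% FBS) were treated with compound at a single 50 µM final concentration, stimulated with 6 nM IGF for 20 min at 37 °C, and lysed. Phospho-Akt Ser473 was read by HTRF as 665/615 ratio ×10^4.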
* = called active by the depositor; i = inactive; ? = inconclusive; · = no result given; & = joins results of further samples; [ ] = another dose, or the depositor's remark. Unless noted, calls follow the shape of the dose curve; as a rule, active = well fitted curve in the direction sought with a large enough effect; inconclusive = small, poorly fitted or top-dose-only effect, or another doubt; inactive = no such curve, though single readings can be large; an effect the other way counts as inactive or inconclusive. This is a subset (hit frequency here may not be typical).

| compound | DRD3 antagonist | MmCpn inh | EPAC2 antagonist | DRD3 agonist | EPAC2 agonist | CCT modulator | PTHR1 ag | Akt phos inh |
| --- | --- | --- | --- | --- | --- | --- | --- | --- |
| O=C(c1ccco1)N1CCN(C2CC(=O)N(c3ccccc3)C2=O)CC1 (stereo not drawn) | -7 | 0% | 13% | 0 | 4% | 0.4 | i | i |
| CC(C)NC(=O)C(=O)NCC(c1ccc2c(c1)OCO2)N1CCOCC1 (stereo not drawn) | 1 | -1% | -2% | -1 | -1% | 0.5 | i | i |
| CN(CCN1CCOCC1)C(=O)CC1C(=O)NCCN1Cc1ccccc1F (stereo not drawn) | -9 | 1% | 0% | 5 | 6% | -0.5 | i | i |
| COc1cccc(-c2ccc(C#N)c(SCC(=O)NCCc3ccccc3)n2)c1 | 8 | -13% | 16% | -6 | 5% | -4.7 | i | i |
| COC(=O)c1cc2n(n1)CCN(Cc1cccc(OC)c1)C2=O | 3 | 1% | -8% | 1 | 6% | 0.7 | -25% | i |
| O=C(NNC(=O)c1ccc(S(=O)(=O)N2CCCC2)cc1)c1ccc(Br)cc1 | 21 | 0% | 21% | 1 | 0% | -1.9 | -18% | i |
| COC(=O)C[C@H]1CC[C@H](NC(=O)Nc2ccccc2OC)[C@@H](CO)O1 | -7 | · | 10% | -8 | 3% | · | -21% | i |
| Cc1nn(C)c(C(=O)NNC(=S)NC2CCCCC2)c1Cl | 3 | -2% | 8% | -3 | 1% | -6.6 | -33%[inhibitor] | i |
| O=S(=O)(NC1CCc2ccccc21)c1ccc(S(=O)(=O)N2CCCC2)cc1 (stereo not drawn) | -11 | 0% | -1% | -9 | 1% | 1.5 | -3%[57.5 µM] | i |
| Brc1ccc(Oc2ncc(CN3CCN(c4ccccc4)CC3)s2)cc1 | -60* | 0% | -8% | 33* | 4% | 0.2 | -42%[inhibitor][57.5 µM] | i |
| O=C(O)C1Cc2ccccc2CN1S(=O)(=O)c1ccc2ccccc2c1 (stereo not drawn) | 0 | 2% | -1% | -2 | 8% | -2.8 | -25%[57.5 µM] | i |
| O=C(Nc1ccccc1)Nc1ccc2ocnc2c1 | 4 | -2% | -11% | 1 | -3% | -1.0 | i | i |
| COc1nccc(C(F)(F)F)c1C(=O)Nc1ccc(Cl)cc1 | -1 | 1% | ? | 12 | -4% | -0.4 | -12% | i |
| COc1cc2ccccc2cc1C(=O)Nc1nnc(-c2ccncc2)o1 | -21 | 1% | -4% | 1 | 11% | -3.7 | i | i |
| CCOC(=O)C1=C[C@@H](C(C)(C)C)N(S(=O)(=O)c2ccc(C)cc2)[C@H]1c1ccc(F)cc1 | 0 | · | 7% | -3 | 2% | 0.6 | -12% | i |
| Cc1ccc(NC(=O)Nc2ncnc3nc[nH]c23)cc1 | 1 | 0% | 20% | 0 | -9% | 1.0 | i | i |
| CC(=O)c1ccccc1NCC(=O)Nc1ccc(C)cc1 | 1 | -1% | 1% | 6 | 12% | -0.7 | -4% | i |
| COc1cccc(CNS(=O)(=O)c2cc(Br)cc3c2N(C(C)=O)C(C)C3)c1 (stereo not drawn) | 7 | 1% | 3% | -15&3 | 5% | -1.3 | -61%[inhibitor] | i |
| COc1ccccc1-n1c(SCC(=O)O)nc2sc3c(c2c1=O)CCC3 | 10 | 0% | 4% | -2 | -2% | -2.0 | -13% | i |
| CC1CCN(S(=O)(=O)c2ccc(NC(=O)Cc3ccccc3)cc2)CC1 | -22 | -1% | -11% | -17 | 21% | 2.3 | -2%[57.5 µM] | i |
| COc1ccc(CCCNC(=O)C2(C)Cc3c(-c4ccc(C(N)=O)cc4)ccnc3O2)cc1 (stereo not drawn) | 27 | · | 7% | 7 | 4% | -0.8 | -28% | i |
| COC(=O)CNc1ccc2c(c1)OCO2 | 11 | 0% | -4% | -2 | 7% | -7.2 | 0%[57.5 µM] | i |
| Cc1nnc(NC(=O)c2ccc(C)c(S(=O)(=O)N3CCCCCC3)c2)s1 | -12 | -1% | -5% | -6 | -2% | -1.0 | -20%[57.5 µM] | i |
| Cn1c(SCC(=O)N2CCOCC2)nnc1-c1ccc2ncccc2c1 | -17 | 2% | 1% | -7 | 13% | -2.0 | -62%[inhibitor] | i |
| CCc1ccccc1Nc1nc2ccccc2n1C | -19 | 1% | -13% | -1 | -1% | -0.8 | i | i |
| Cc1ccc(NC(=O)c2cccc(OCc3c(C)noc3C)c2)cc1S(=O)(=O)Nc1ccccc1Cl | 63 | -15% | -1% | 6 | -2% | 0.2 | -5% | i |
| CC(NC(=O)NC(=O)c1cccc(Cl)c1)c1ccccc1 (stereo not drawn) | ? | 0% | 2% | -18 | 1% | 1.8 | -82%[inhibitor] | i |
| Cc1ccc(NC(=O)c2oc3ccc(S(=O)(=O)N4CCC5(CC4)OCCO5)cc3c2C)cc1C | 61 | 0% | -33% | -12&3 | 5% | -0.1 | -20%&-13% | i |
| COc1ccc(-c2sc3ccc(-c4ccc5c(c4)OCO5)cc3c2-c2ccc(OC)nc2)cc1 | 36 | -3% | -5% | 14 | 10% | -1.3 | i | i |
| COC(=O)/C=C1\OCc2ccc(C)cc21 | 3 | · | 3% | 1 | 1% | · | -14% | i |

Some of these compounds in order of length of the SMILES, ascending.
| compound | DRD3 antagonist | MmCpn inh | EPAC2 antagonist | DRD3 agonist | EPAC2 agonist | CCT modulator | PTHR1 ag | Akt phos inh |
| --- | --- | --- | --- | --- | --- | --- | --- | --- |
| COC(=O)/C=C1\OCc2ccc(C)cc21 | 3 | · | 3% | 1 | 1% | · | -14% | i |
| Cc1ccc(NC(=O)Nc2ncnc3nc[nH]c23)cc1 | 1 | 0% | 20% | 0 | -9% | 1.0 | i | i |
| COc1ccc(CCCNC(=O)C2(C)Cc3c(-c4ccc(C(N)=O)cc4)ccnc3O2)cc1 (stereo not drawn) | 27 | · | 7% | 7 | 4% | -0.8 | -28% | i |

Additional records:
| compound | DRD3 antagonist | MmCpn inh | EPAC2 antagonist | DRD3 agonist | EPAC2 agonist | CCT modulator | PTHR1 ag | Akt phos inh |
| --- | --- | --- | --- | --- | --- | --- | --- | --- |
| CCC(C)NCCCOc1ccc([N+](=O)[O-])cc1 (stereo not drawn) | -17 | -2% | 3% | 16 | -3% | -0.6 | i | i |
| OC1(c2ccc(Cl)cc2)CCN(Cc2cn[nH]c2-c2ccc(F)cc2)CC1 | -98* | 0% | 3% | -15 | -3% | -0.3 | -13% | i |
| COc1ccc(-n2c(SC(C)C(=O)N3CCOCC3)nc3ccccc3c2=O)cc1 (stereo not drawn) | -5 | -19% | 3% | 7 | -3% | -2.0 | -8% | i |
| COc1cc(OC)cc(C(=O)N[C@H](C(=O)NC23CC4CC(CC(C4)C2)C3)C(C)C)c1 | -21 | -1% | 8% | -9 | 2% | 0.2 | -5% | i |
| CSc1ccccc1NC(=O)COc1ccc(Cl)cc1C | 0 | 2% | -25% | 4 | -6% | -1.7 | -39%[inhibitor] | i |
| CCOc1ccc2nc(NS(=O)(=O)c3ccc(NC(C)=O)cc3)sc2c1 | -57* | -1% | 2% | 2 | 1% | 0.1 | -13% | i |
| Nc1ccccc1C(=O)N1CCCC1 | 17 | 2% | 14% | 6 | 4% | -1.6 | i | i |
| COc1ccc(C2NC(=O)c3ccccc3O2)cc1OC (stereo not drawn) | -13 | -4% | -4% | -2 | 19% | -5.1 | -12%[57.5 µM] | i |
| CC1=C(C(=O)Nc2cccc(C(=O)NC(C)c3ccccc3)c2)SCCO1 (stereo not drawn) | -23 | 2% | -3% | -3 | 18% | -3.5 | -12% | i |
| CCOC(=O)C(C(=O)Nc1ccccc1C)C1CCCCC1 (stereo not drawn) | 11 | 1% | 0% | -11 | 5% | 0.6 | -7%[57.5 µM] | i |
| C[N+]1=C2CCCCCN2C(O)(c2ccccc2)C1 (stereo not drawn) | 9 | 0% | 7% | -2 | 8% | 1.3 | -30%[57.5 µM] | i |
| CS(=O)(=O)N(CC(=O)N1CCCC1)c1cccc(Cl)c1 | -20 | 1% | -2% | 0 | 0% | 0.8 | i | i |
| Cc1cccc[n+]1CC(=O)c1ccccc1 | 4 | 0% | 12% | 17 | -1% | -0.6 | i | i |
| COc1ccc(-c2nc(=S)c3ccc4ccccc4c3[nH]2)cc1 | -8 | 0% | 5% | 0 | 1% | -4.5 | i | i |
| O=C1C(NS(=O)(=O)c2cccs2)=C(N2CCN(c3ccccc3)CC2)C(=O)c2ccccc21 | ? | 0% | 0% | 0 | -1%[15.6 µM] | -0.7 | -7%[57.5 µM] | · |
| CSc1nc2nc(-c3ccc(F)cc3)c(CCN3CCN(C)CC3)cn2n1 | -6 | 1% | 10% | 7 | 1% | -3.4 | -5% | i |
| Cc1ccc2nc(N3C(=O)C(O)=C(C(=O)c4ccco4)C3c3ccc(C)o3)sc2c1 (stereo not drawn) | -6 | -5% | -11% | 3 | -16% | 0.5 | i | i |
| Cc1ccccc1CN(c1ccc(C(=O)NCC2CCCO2)cc1)S(C)(=O)=O (stereo not drawn) | -3 | -3% | 10% | 0 | 1% | 1.6 | -29% | i |
| COc1cc2nc(C3CCC3)n(NC(=O)C3CCC(OC)CC3)c(=O)c2cc1OC (stereo not drawn) | -20 | 1% | 11% | 10 | -6% | 0.6 | i | i |
| COc1cccc(CC(=O)NNC(=O)CN(C)S(=O)(=O)c2ccc(C)cc2)c1 | -2 | 3% | -6% | 5 | 3% | 0.0 | -47% | i |
| CCCCC#Cc1ccccc1CC(=O)Nc1ccccc1 | 34 | -1% | ? | 6 | -4% | -1.7 | -82%[inhibitor] | i |
| COC(=O)c1ccccc1NC(=O)NCc1ccccn1 | -16 | 2% | 12% | -5 | -8% | -2.3 | -1% | i |
| Cc1cc(Nc2ccccc2)cc(=O)n1C | -13 | · | 9% | 0 | 3% | 0.3 | -5% | i |
| COc1ccc(C2c3ccc4ccccc4c3Oc3ncn(CCO)c(=N)c32)cc1OC (stereo not drawn) | 10 | 1% | -12% | 2 | 2% | 0.8 | -19% | i |
| CCOC(=O)C1=C(c2ccccc2)OC(N)=C(C#N)C1c1ccco1 (stereo not drawn) | 6 | -1% | 3% | -6 | 11% | -6.0 | i | i |
| O=C(c1ccco1)N1CCN(C(=S)Nc2ccc(F)cc2)CC1 | 3 | -2% | 0% | -1 | 3% | -2.6 | -6% | i |
| COc1cc([N+](=O)[O-])ccc1NC(=O)NCc1ccccn1 | -6 | -1% | 1% | -17 | 8% | -1.7 | i | i |
| CO/N=C/C(c1ccc(Cl)nc1)S(=O)(=O)c1ccccc1 (stereo not drawn) | 8 | 2% | 0% | 2 | 3% | 0.7 | i | i |
